TRPC6 act = activates the mouse TRPC6 cation channel | 0.13% of 310,000 active | Q61143 | HEK293-TRPC6 membrane potential dye fluorescence; hits give high values | AID 2550 | B-score at 10 µM;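 active = B-score of the integrated fluorescence ratio above library mean plus 3 SD, and starting fluorescence ratio within library mean plus 5 SD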;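 note: higher score means more depolarization so channel activation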
MrgX1 agonist = human MrgX1 receptor agonism, primary screen | MrgX1-HEK293 cells, Fluo-4 calcium fluorescence, agonist mode; hits give high values | B-score at 10 µM | 0.44% of 310,000 active;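 active = calcium response B-score plate-corrected fluorescence ratio at least 3 library SD, with starting fluorescence B-score inside 5 SD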
Target sequence (Q96LB2 whole entry, looked up): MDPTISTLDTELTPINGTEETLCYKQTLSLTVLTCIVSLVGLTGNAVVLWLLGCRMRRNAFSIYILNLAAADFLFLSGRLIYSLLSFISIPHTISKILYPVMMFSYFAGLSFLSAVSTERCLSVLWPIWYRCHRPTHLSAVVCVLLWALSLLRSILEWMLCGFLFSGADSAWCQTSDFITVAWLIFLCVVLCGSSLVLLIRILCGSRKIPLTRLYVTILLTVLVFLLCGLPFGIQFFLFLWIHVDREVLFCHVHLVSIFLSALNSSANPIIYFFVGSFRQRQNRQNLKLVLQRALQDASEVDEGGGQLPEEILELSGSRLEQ
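Material: MrgX1-expressing HEK293 cells / Dosing: compound as first of three additions / Incubation: overnight seeding, then 1 h dark dye loading / Signal: Fluo-4 NW calcium fluorescence / Evaluation: B-scored fluorescence response ratio / Benchmarks: positive and negative control wells on each plate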
TRPC4 inh = inhibitors of mouse TRPC4 channel; B-score at 10 µM; Q9QUQ5; HEK293 TRPC4beta/mu-opioid, DAMGO-evoked Fluo4 calcium flux; hits give low values; 0.39% of 300,000 active; AID 2247;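 active = B-score over 3 SD under the library average, no early fluorescence shift, positive overall ratio signal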
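Assay system: HEK293 cells with stable TRPC4beta plus mu-opioid receptor expression; Probe or stimulus: DAMGO in two steps, submaximal then maximal; Dosing: single-point compound dosing; Measured by: Fluo4 calcium-dye fluorescence, kinetic read; Read-out basis: B score from integrated Fluo4 fluorescence ratio.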
MrgX1 allo act = allosterically activates human MrgX1 receptor signaling | Q96LB2 | B-score at 10 µM | AID 588675 | 0.63% of 310,000 active | MrgX1-HEK293, Fluo-4 calcium flux, FDSS; hits give high values;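 active = plate-corrected calcium response at least 3 library SD above typical, normal starting fluorescence, not activating the receptor alone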;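 note: compound read alongside a low EC10 to EC30 dose of BAM8-22 agonist; peak minus trough fluorescence over baseline measured at the second addition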
MrgX1 antagonist = blocks BAM8-22 activation of human MrgX1 receptor; Q96LB2; MRGX1-HEK293 calcium flux, Fluo-4, BAM8-22 antagonism; hits give low values; B-score at 10 µM; 1.3% of 310,000 active; AID 588676;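 active = calcium-response B-score plate-corrected more than 3 library SD below zero, starting fluorescence within 5 deviations, no agonist response on first addition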;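 note: peak minus trough fluorescence over baseline after final BAM8-22 challenge near maximal dose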
TRPC6 inh = blocks the mouse TRPC6 cation channel; Q61143; HEK293-TRPC6, membrane potential dye, ACh-evoked depolarization; hits give low values; B-score at 10 µM; 1.1% of 310,000 active; AID 2553;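 active = B-score under library mean minus 3 SD, initial fluorescence not abnormally high, positive integrated signal ratio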;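 note: B-score derived from integrated fluorescence ratio over the kinetic read; more negative B-score means stronger inhibition of depolarization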
RGS4 inh = inhibitors of human RGS4. P49798. HEK293 M3R/RGS4 inducible, Fluo-4 calcium flux; hits give high values; triggered by carbachol at its EC20. B-score at 10 µM. 0.45% of 310,000 active. AID 463165;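 active = B-score, a plate-corrected calcium signal, over three deviations above library mean, with baseline fluorescence within five deviations of library mean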;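 note: RGS4 expression induced by doxycycline in cells with stable M3 receptor; B-score is computed from the integrated fluorescence ratio over baseline after carbachol; higher B-score means a larger calcium signal and so more RGS4 inhibition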
Target sequence (P49798 whole entry, looked up): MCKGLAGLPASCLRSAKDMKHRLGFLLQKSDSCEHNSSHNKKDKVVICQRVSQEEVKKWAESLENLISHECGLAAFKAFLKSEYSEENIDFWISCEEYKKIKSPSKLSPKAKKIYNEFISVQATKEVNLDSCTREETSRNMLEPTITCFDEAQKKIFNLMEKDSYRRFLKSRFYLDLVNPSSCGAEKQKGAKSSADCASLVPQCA
SKKanGAS inh = SKKanGAS growth inhibition. AID 1662. 1.3% of 300,000 active. inhibition, % at 7.5 µM. S. pyogenes SKKanGAS, kanamycin growth, BacTiter-Glo, 6 h;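 active = mean replicate score, as percent of positive control median, at least 50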;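 note: strain carries kanamycin resistance gene driven by streptokinase promoter and grows in 40 µg/ml kanamycin; loss of luminescence reflects streptokinase promoter inhibition or plain growth inhibition; 0% = median of DMSO wells and 100% = positive control at its reference dose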
Platelet DG rel = modulates dense granule release in human platelets; inhibition, %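 (compounds screened at 7.5 µM in platelet-rich plasma)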; 0.22% of 300,000 active; human platelet-rich plasma, SFLLRN dense granule ATP release, luminescence;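 active = mean replicate score, as percent of positive control, at or above 50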
HIF activator = HIF pathway transcriptional activation; U2OS HRE-luciferase reporter, luminescence; normalized: DMSO 0%, desferrioxamine 100%; AID 1910; activation, % at 7.5 µM (by protocol); 0.32% of 300,000 active;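 active = mean activation of at least 10% of the iron chelator positive control signal, with at least half of replicates also reaching 10%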
RGS4 act = RGS4 potentiation or activation; HEK293 M3R/inducible RGS4, carbachol calcium flux Fluo4; hits give low values; B-score at 10 µM; 0.92% of 310,000 active;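 active = B-score of the integrated calcium signal more than 4 SD below the library mean, with starting fluorescence not abnormally high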;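 note: negative B-score means reduced calcium response which marks RGS4 activation or potentiation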
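Material: M3R-expressing HEK293 line, RGS4 induced by doxycycline | Schedule: Overnight RGS4 induction, 30 min dye load 37 °C, 20 min compound RT | Measured by: Fluo4 fluorescence kinetic imaging of calcium | Read-out: Integrated calcium ratio converted to B score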
* = called active by the depositor; i = inactive; . = not tested or not shown.

SMILES	TRPC6 act	MrgX1 agonist	TRPC4 inh	MrgX1 allo act	MrgX1 antagonist	TRPC6 inh	RGS4 inh	SKKanGAS inh	Platelet DG rel	HIF activator	RGS4 act
CC(C)OCCCNC(=O)Nc1cccc2ccccc12	i	i	i	i	i	i	i	-6.1	1.4	0.7	i
O=C(NN1C(=O)c2ccccc2C1=O)c1ccccc1[N+](=O)[O-]	i	i	i	i	i	i	i	.	-3.9	0.1	i
CC(=O)Nc1cc(Br)ccc1O	i	i	i	i	i	i	i	-7.1	-1.1	-0.1	i
O=C(NCc1ccccc1)C(c1ccccc1)N(C(=O)c1csnn1)c1ccccc1 (centres undefined)	i	i	i	i	i	i	i	-2.0	13.5	-0.4	i
O=C(NCCOCCNC(=O)OCc1ccccc1)OCc1ccccc1	i	i	i	i	i	i	i	-1.8	11.8	-1.0	i
O=C1C=C(NCc2ccc(Cl)cc2)CC(c2ccco2)C1 (centres undefined)	i	i	i	i	i	i	i	2.8	19.1	-0.4	i
O=C1C2C3C=CC(C4CC34)C2C(=O)N1c1nccs1 (centres undefined)	i	i	i	i	i	i	i	-4.8	-6.7	-0.4	i
COc1ccc(C2CCCN2C(=O)Nc2cccc(C(C)=O)c2)cc1OC (centres undefined)	i	i	i	i	i	i	i	4.7	-4.4	0.1	i
O=C1NC(=O)C(Nc2cccc3ccccc23)S1 (centres undefined)	i	i	i	i	i	i	i	1.4	8.2	-0.2	i
CCc1ccccc1N(C)S(=O)(=O)c1ccc(-c2cc(C)no2)s1	i	i	i	i	i	i	i	0.1	3.4	-1.2	i
OCCN(CCCn1c(C(F)(F)F)nc2ccccc21)c1nc(CN2CCCCC2)cs1	i	i	i	i	i	i	i	-1.2	-0.5	-0.6	i
Cc1nc2ccc(C(=O)N(C)CC3CCCN(CCc4ccc(Cl)cc4)C3)cc2[nH]1 (centres undefined)	i	i	i	i	i	i	i	3.8	-7.6	-0.2	i
O=C(Nc1ccccc1Oc1ccccc1)c1ccc(Br)o1	i	i	i	i	i	i	i	-0.4	9.5	0.3	i
Cc1ncc(CO)c(/C=N/NC(=O)c2ccc(O)cc2)c1O	i	i	i	i	i	i	i	-5.3	-9.2	-0.6	i
Cc1cccc(N/N=C(\C=N\N)C(=O)c2ccc(Br)cc2)c1	i	i	i	i	i	i	i	31.9	5.1	0.3	i
O=C1CN(C(=O)CSc2nnc3ccccn23)c2ccccc2N1	i	i	i	i	i	i	i	0.1	1.7	-0.1	i
CSc1nnc(C(C)(C)C)c(=O)n1/N=C/c1ccccc1O	i	i	i	i	i	i	i	-11.3	9.5	-0.2	i
CSc1ccc(Cl)c(C(=O)Nc2ccc(Cl)cn2)c1	i	i	i	i	i	i	i	9.9	-4.2	1.6	i
O=C(COC(=O)c1cnccn1)NCc1ccc(Cl)cc1	i	i	i	i	i	i	i	2.3	17.6	0.1	i
COc1ccc(-n2c(SCc3ccccn3)nc3c(c2=O)SCC3)cc1OC	i	i	i	i	i	i	i	-2.2	0.3	0.0	i
N#Cc1ccc(COC(=O)C2CCC(=O)N2)cc1 (centres undefined)	i	i	i	i	i	i	i	-1.2	6.2	-1.7	i
CC(C)NC(=O)C(=O)Nc1cc2c3c(c1)CCC(=O)N3CCC2	i	i	i	i	i	i	i	-1.6	-3.7	0.8	i
COCCNC(=O)c1ccc(N2CCC3(CC2)OCCO3)c([N+](=O)[O-])c1	i	i	i	i	i	i	i	-4.6	6.4	-0.5	i
CCOc1cc2[nH]c(=O)n(CCC(=O)NCCc3ccc(OC)c(OC)c3)c(=O)c2cc1OCC	i	i	i	i	i	i	i	-0.3	0.6	-0.5	i
COc1cc(C(=O)NC2CCCc3ccccc32)ccc1OCC(=O)Nc1ccc(F)cc1 (centres undefined)	i	i	i	i	i	i	i	12.6	-1.0	-0.2	i
SMILES	TRPC6 act	MrgX1 agonist	TRPC4 inh	MrgX1 allo act	MrgX1 antagonist	TRPC6 inh	RGS4 inh	SKKanGAS inh	Platelet DG rel	HIF activator	RGS4 act
CN(C)C(CNC(=O)CNC(=O)Cc1cccc2ccccc12)c1ccccc1 (centres undefined)	i	i	i	i	i	i	i	-1.5	-5.0	1.7	i
Cc1ccc(-c2nc(S(=O)(=O)c3ccc(C)cc3)c(N(C)C)o2)cc1	i	i	i	i	i	i	i	-2.3	-2.0	0.1	i
O=C(COC(=O)c1nc(Cl)ccc1Cl)Nc1ncc(Cl)cc1Cl	i	i	i	i	i	i	i	-9.0	1.0	0.0	i
Cc1nn(Cc2noc(C(=O)NC3CCC(C)CC3)n2)c(C)c1Br (centres undefined)	i	i	i	i	i	i	i	0.3	0.5	-0.6	i
COc1ccc(Cl)cc1-c1nc(-c2ccncc2)no1	i	i	i	i	i	i	i	-0.6	24.5	0.7	i
Cc1nnc(SCc2c(Cl)cccc2Cl)s1	i	i	i	i	i	i	i	1.3	1.9	0.9	i
Cc1ccc2oc(-c3ccccc3C(=O)O)cc(=O)c2c1	i	i	i	i	i	i	i	-3.6	-36.8	0.3	i
COc1ccccc1OCc1nnc(SCC(N)=O)n1-c1ccccc1	i	i	i	i	i	i	i	-10.1	6.4	2.7	i
COc1ccc(NC(=O)Nc2cccc3cccnc23)cc1	i	i	i	i	i	i	i	-7.4	23.1	2.7	i
Cc1cc(C)c2nc(N3CCC(C(=O)N4CCN(c5ncccn5)CC4)CC3)sc2c1	i	i	i	i	i	i	i	7.0	0.8	0.8	i
CC1CCCCC1NC(=O)c1c(O)nc2ccccn2c1=O (centres undefined)	i	i	i	i	i	i	i	0.3	8.9	1.2	i
O=C(c1ccc(Cl)cc1)N1CCn2c1nc1ccccc12	i	i	i	i	i	i	i	2.4	-5.0	2.9	i
CC(C)CNC(=O)COC(=O)c1cncc(Br)c1	i	i	i	i	i	i	i	-2.2	-5.9	-0.5	i
CN(C)Cc1ccc(-c2nc3cccc4c3n2CCNC4=O)cc1	i	i	i	i	i	i	i	2.1	-3.3	1.9	i
Cc1cc(C)nc(Nc2n[nH]c(-c3ccc(N)cc3)n2)n1	i	i	i	i	i	i	i	4.3	3.6	1.6	i
CCNC(=O)NC(=O)CSc1ccc(NC(C)=O)cc1	i	i	i	i	i	i	i	-2.4	0.3	-1.2	i
CCN(CC)S(=O)(=O)c1ccc(N2CCOCC2)c(NC(=O)CN2C(=O)NC(C)(c3ccccc3)C2=O)c1 (centres undefined)	i	i	i	i	i	i	i	-7.1	0.2	-0.4	i
CC(C)[C@H](NC(=O)[C@@H]1CSC2c3ccccc3C(=O)N21)C(=O)N1CCCCC1 (some centres undefined)	i	i	i	i	i	i	i	4.3	-3.3	-0.4	i
CCC1=C(OC(=O)N(CC)CC)N2C(=O)OC(=NCCOC)[C@]2(Cc2ccccc2)[C@H]2C1=CC[C@H]1C(=O)N(CC(=O)OC)C(=O)[C@H]12	i	i	i	i	i	i	i	0.0	12.9	0.8	i
CC1=NN(c2ccc(C)cc2C)C(=O)C1C(c1ccccc1O)C1C(=O)N(c2ccc(C)cc2C)N=C1C (centres undefined)	i	i	i	i	i	i	i	-4.4	31.3	-0.7	i
O=C(CNS(=O)(=O)c1cccs1)NCc1ccccc1	i	i	i	i	i	i	i	-1.8	4.7	-0.2	i
CC1CN(S(=O)(=O)c2cccc(C(=O)OC(C)C(=O)NC3CCCCC3C)c2)CC(C)O1 (centres undefined)	i	i	i	i	i	i	i	-4.9	2.8	-0.6	i
Cc1cccc(OCCCSc2nc3ccc(C)cc3[nH]2)c1	i	i	i	i	i	i	i	-8.3	-2.5	-0.2	i
Cc1ccc(NCc2nnc(SCC(=O)Nc3nnc(C)s3)n2C)cc1	i	i	i	i	i	i	i	-0.3	14.3	0.5	i
Cc1cc(C)c(C)c(OCCn2ccnc2)c1	i	i	i	i	i	i	i	0.1	2.6	-1.6	i
SMILES	TRPC6 act	MrgX1 agonist	TRPC4 inh	MrgX1 allo act	MrgX1 antagonist	TRPC6 inh	RGS4 inh	SKKanGAS inh	Platelet DG rel	HIF activator	RGS4 act
Cc1nnc(SCc2cccc([N+](=O)[O-])c2)s1	i	i	i	i	i	i	i	5.2	1.2	0.3	-7.08*
Cc1cc(C(=O)Nc2ccc3c(c2)OCO3)no1	i	i	i	i	i	i	i	12.7	-6.0	2.7	i
Cc1cc(NC(=O)c2c(F)c(F)c(F)c(F)c2F)no1	i	i	i	i	i	i	i	0.4	-26.2	-0.1	i
COCCCN1CC23C=CC(O2)C(C(=O)OC)C3C1=O (centres undefined)	i	i	i	i	i	i	i	-0.8	1.7	-7.8	i
O=C(Nc1ccccc1)C1=C[C@@H](C2CC2)C[C@@H](OCCCCO)O1	i	i	i	i	i	i	i	-1.2	0.1	3.9	i
CSc1cccc(NC(=O)N2CCCC(CNS(=O)(=O)Cc3ccccc3)C2)c1 (centres undefined)	i	i	i	i	i	i	i	16.2	3.6	2.2	i
Cn1c(=O)n(Cc2ccccc2Br)c2ccccc21	i	i	i	i	i	i	i	2.6	-6.7	-1.0	i
CCC(C)[C@H](NC(=O)N1CC(=O)Nc2ccccc21)C(=O)N1CCC(C(=O)O)CC1 (some centres undefined)	i	i	i	i	i	i	i	-1.7	2.9	-0.6	i
Cc1cccc(NC(=O)CCCC(=O)OC(C)C(=O)c2ccccc2)c1 (centres undefined)	i	i	i	i	i	i	i	-8.6	0.3	-0.5	i
O=C(CCN1C(=O)[C@@H]2Cc3ccccc3CN2C1=O)NCc1ccccc1Cl	i	i	i	i	i	i	i	2.6	0.7	-0.3	i
Cc1cc(NC(=O)C2CC(=O)N(c3ccccc3)C2)no1 (centres undefined)	i	i	i	i	-4.64*	i	i	10.6	-2.6	0.4	i
CCCCCSc1nnc2c(n1)OC(C)N(C(C)=O)c1ccccc1-2 (centres undefined)	i	i	i	i	i	i	i	3.5	-9.5	-0.6	i
COC(=O)C1=C(C)NC(=S)NC1c1ccc(OC(=O)c2ccco2)cc1 (centres undefined)	i	i	i	i	i	i	i	4.2	4.8	-0.1	i
COc1ccc(NC(=S)Nc2ccc(OC)cc2OC)c(OC)c1	i	i	i	i	i	i	i	1.3	-4.9	-0.2	i
CCn1c(SCC(=O)NCc2ccccc2)nnc1-c1c[nH]c2ccccc12	i	i	i	i	i	i	i	-1.0	-5.3	-0.2	i

Screening data deposited in PubChem BioAssay by several laboratories.
